Apaf1 inhib: blocks human Apaf-1 apoptosome activity; reconstituted apoptosome caspase-3 activity, DEVD-Rh110 fluorescence; inhibition, % at 20 µM; AID 489030; 330,000 tested, 0.71% active; active means inhibition of at least 40% at 20 µM;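 further: plate controls were DMSO wells for no effect and DEVD-CHO caspase inhibitor wells for full effect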
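Assay system – apoptosome proteins · Medium – Hepes buffer, pH 7.5 · Also added – cytochrome c with DEVD-Rh110 · Timing – 30 min compound preincubation, 50 min activation, room temperature · Detection – Rh110 fluorescence, excitation 480 nm, emission 540 nm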
EBI2 antag: blocks human EBI2 receptor beta-arrestin signaling | EBI2 beta-arrestin recruitment, luminescence, 7a,25-OHC stimulated | inhibition, % at 5 µM | 360,000 tested, 0.81% active; in the data active means inhibition above about 38%;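 further: enzyme fragment complementation signal reports receptor beta-arrestin coupling in cells; 0% = agonist plus DMSO wells and 100% = wells without agonist; some results beyond the cut were filed as inactive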
Target sequence (P32249 whole entry, looked up, the tested form may be a part): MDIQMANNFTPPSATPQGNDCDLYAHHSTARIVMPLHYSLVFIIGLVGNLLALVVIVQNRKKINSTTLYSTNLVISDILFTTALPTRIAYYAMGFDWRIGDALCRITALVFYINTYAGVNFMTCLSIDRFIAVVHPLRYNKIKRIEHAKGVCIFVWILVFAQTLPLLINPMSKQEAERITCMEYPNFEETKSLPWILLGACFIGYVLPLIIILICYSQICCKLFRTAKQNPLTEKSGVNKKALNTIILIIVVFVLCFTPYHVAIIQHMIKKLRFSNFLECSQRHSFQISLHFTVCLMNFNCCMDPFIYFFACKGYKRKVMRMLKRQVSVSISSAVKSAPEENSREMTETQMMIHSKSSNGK
Gli-Sufu block: blocks Gli-Sufu signaling in a luciferase reporter; Sufu-KO-LIGHT fibroblasts, Gli luciferase reporter luminescence; inhibition, % at 5 µM; 340,000 tested, 0.74% active; AID 588413;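 active means inhibition above about 55%, limit read from the data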;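 further: 0% = DMSO-treated cells and 100% = wells with medium but no cells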
Jurkat NFkB inh: lowers PMA/ionomycin-induced NF-kB signal in Jurkat cells; PMA/ionomycin-induced NF-kB luciferase reporter, luminescence; inhibition, % at 4 µM; 330,000 tested, 0.53% active; AID 435003
697 NFkB inh: lowers PMA/ionomycin-induced NF-kB signal in 697 B cells. 697 B-cell NF-kB luciferase reporter, 16 h. inhibition, % at 4 µM. 330,000 tested, 0.33% active. AID 435022; in the data active means inhibition above about 35%
SENP8 inh: inhibitors of human SENP8 protease; Q96LD8; purified SENP8, Z-RLRGG-aminoluciferin cleavage, luminescence; inhibition, % at 10 µM; 330,000 tested, 1.2% active; AID 2540
Target sequence (Q96LD8 whole entry, looked up): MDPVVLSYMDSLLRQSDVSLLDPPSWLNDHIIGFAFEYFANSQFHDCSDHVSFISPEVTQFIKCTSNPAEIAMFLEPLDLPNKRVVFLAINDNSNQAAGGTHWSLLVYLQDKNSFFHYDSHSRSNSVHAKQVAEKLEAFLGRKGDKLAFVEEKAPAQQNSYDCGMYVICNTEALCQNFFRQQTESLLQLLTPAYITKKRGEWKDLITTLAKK
UBC13 inh: human UBC13 polyubiquitination inhibition. inhibition, % at 20 µM. P61088. 330,000 tested, 0.47% active. UBC13 polyubiquitin chain formation, TR-FRET; in the data active means inhibition above about 45%, passing the limit was not always enough
Target sequence (P61088 whole entry, looked up): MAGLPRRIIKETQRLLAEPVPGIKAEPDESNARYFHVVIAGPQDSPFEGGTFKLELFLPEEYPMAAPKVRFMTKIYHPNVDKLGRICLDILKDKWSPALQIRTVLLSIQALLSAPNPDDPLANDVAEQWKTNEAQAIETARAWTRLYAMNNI
CCR6 antag: antagonists of human CCR6 receptor; P51684; CHO-K1 CCR6 PathHunter beta-arrestin, luminescence, CCL20-stimulated; inhibition, % at 20 µM; 340,000 tested, 0.49% active;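 active means compounds whose inhibition of the agonist-driven luminescence signal at 20 µM reaches about 50%, limit read from the data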;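 further: cells stimulated with CCL20 at 14 nM final; plate controls were DMSO with CCL20 for no effect and DMSO without agonist for full effect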
* = called active by the depositor; i = inactive; nt = no result given. Unless noted, no stated cut-off is given here; in the data, active means inhibition above about 50%; inactive means the rest.

SMILES	Apaf1 inhib	EBI2 antag	Gli-Sufu block	Jurkat NFkB inh	697 NFkB inh	SENP8 inh	UBC13 inh	CCR6 antag
CCOc1ccc2nc3sc(C(=O)N4CCOCC4)c(N)c3cc2c1	8	-5	-3	-3	14	-5	-11	15
Cn1c(NNC(=O)CCC2CCCCC2)cc(=O)n(C)c1=O	-1	-7	-14	0	12	5	2	-8
COC(=O)c1ccc(CNCC(O)COc2ccc(-c3ccccc3)cc2)cc1 (stereo unspecified)	28	-6	3	-12	-14	5	3	10
COc1ccc(NC(=O)CSc2nnc3ccc(-c4ccncc4)nn23)cc1OC	-15	-3	-4	10	26	4	-10	10
S=C(Nc1ccccc1Cl)N1CCCC(c2ccccc2)=N1	18	8	-9	-1	-3	-3	-8	-3
COc1ccc(/C=C2/C(=N)N3N=C(CC(=O)N4CCCC4)SC3=NC2=O)cc1	8	2	1	-1	-13	1	-21	3
O=C(CSc1nn(-c2ccccc2)c(=S)s1)Nn1cnnc1	9	-7	0	0	-26	-3	-12	21
CC(C)CCNC(=O)c1ccc2c(SCC(=O)O)c3c(nc2c1)CCCC3	8	-2	-25	1	13	-1	2	9
O=C(CN1C(=O)NC2(CCCC2)C1=O)OCc1ccccc1F	6	-11	2	-2	12	-1	-4	-7
COc1ccc(CNC(=O)c2ccc(CS(=O)Cc3cccc(Cl)c3)o2)cc1 (stereo unspecified)	-5	10	-6	5	-2	2	0	14
CCN1CCN(CCNC(=O)C2CCN(Cc3nc(-c4ccc(Cl)cc4)oc3C)CC2)CC1	13	nt	nt	18	-9	-5	3	nt
COC(=O)[C@H]1[C@@H](C)N(Cc2ccccc2)C(=O)N[C@H]1c1ccccc1	3	6	-8	-9	-16	-14	4	2
CCN(c1ccc(NC(=O)CCc2nc3sc4c(c3c(=O)[nH]2)CCCC4)cc1)C(C)C	22	2	13	16	4	2	-7	3
CCc1cc(SC#N)ccc1N	18	7	-12	1	-9	-6	-4	25
C=Cc1ccc(CN2CCCN(Cc3ccc(F)cc3)S2(=O)=O)cc1	14	1	-3	8	22	9	5	19
CC(=O)c1ccc(N2CCN(C(=O)C3(S(=O)(=O)c4ccc(Cl)cc4)CC3)CC2)cc1	-5	-4	-12	0	13	0	11	-1
O=S1(=O)C[C@@H](O)[C@@H](Nc2ccccc2)C1	-21	-9	7	-22	-6	3	-4	2
N#Cc1cc2ccccc2nc1SCc1cccnc1	-5	9	0	10	4	-4	14	10
COc1ccc(-c2csc3ncnc(Sc4nnnn4C)c23)cc1	11	6	-6	7	16	7	9	6
Cc1ccc(CNC(=O)CS(=O)(=O)Cc2nc(-c3ccccc3F)oc2C)cc1	11	-8	-3	-12	-12	-4	8	13
CCC(=O)N1c2ccc(S(=O)(=O)NCc3ccccc3)cc2CC1C (stereo unspecified)	-2	2	5	4	1	-2	10	8
CCN(CC)CCCC1(CN)OCCc2ccccc21 (stereo unspecified)	-10	1	-3	2	19	2	3	5
CN(CC1CCOCC1)C(=O)CC1C(=O)NCCN1C/C=C/c1ccccc1 (stereo unspecified)	10	-3	2	-15	11	-7	1	-2
Cc1cnc(-c2nnc(N(C)C(=O)C3CCCO3)s2)cn1 (stereo unspecified)	-6	8	-21	-10	-18	-1	6	-20
O=C(NS(=O)(=O)c1ccccc1Cl)c1ccc[nH]1	-7	nt	nt	5	2	0	0	nt

The listing continues:
SMILES	Apaf1 inhib	EBI2 antag	Gli-Sufu block	Jurkat NFkB inh	697 NFkB inh	SENP8 inh	UBC13 inh	CCR6 antag
COc1ccc(CNC(=O)C2CCCN2S(=O)(=O)c2ccc(Cl)cc2)cc1 (stereo unspecified)	-6	4	3	7	-19	3	0	13
COc1cc(C(O)P(=O)(OC(C)C)OC(C)C)cc(OC)c1OC (stereo unspecified)	-3	-8	4	13	-5	4	3	-9
Cc1ccc(S(=O)(=O)c2cc3c(=O)n4ccccc4nc3n(C3CCCC3)c2=N)cc1	19	17	3	-16	7	-13	-9	22
Cc1cc(NC(=O)Cc2ccccc2)c2ccccc2n1	1	17	66*	29	-28	-4	4	1
COC(=O)N/N=C/c1ccccc1OCCOc1ccc(OC)cc1	5	3	-16	-16	-47	-6	7	6
Cc1ccc(NC(=O)C2CC3CCC2C3)c(Br)c1 (stereo unspecified)	3	-2	-34	-60	-65	-20	-1	8
CN1C(=O)C(O)(CC(=O)/C=C/c2ccco2)c2ccccc21 (stereo unspecified)	14	-3	-2	-4	2	-10	-9	3
COc1cccc(C2c3[nH]c4ccccc4c3C[C@H]3C(=O)N(CCCOC(C)C)CC(=O)N23)c1 (stereo partly specified)	6	11	-6	0	2	6	-5	16
Cc1cc(NC(=O)CCC(=O)N(CC(=O)NC2CCCC2)c2ccc3c(c2)OCCO3)no1	-2	-3	-13	5	-1	-13	0	21
O=C(/C=C/c1ccccc1[N+](=O)[O-])c1ccc(F)cc1	8	-4	-23	-6	11	-21	-3	19
CC1CCN(c2c(NCC3CCC(C(=O)NCCc4ccccc4)CC3)c(=O)c2=O)CC1 (stereo unspecified)	8	1	3	6	10	2	-4	5
Cc1nc2nc(CCc3ccccc3)nn2c(C)c1Cl	-3	3	-1	5	-2	1	14	15
CN(C)C(=O)COC(=O)[C@H](Cc1ccccc1)NC(=O)c1ccco1	-1	-3	-2	1	-5	6	-2	-4
COc1ccc(CCNC(=O)c2nnc(Cc3c(F)cccc3Cl)o2)cc1OC	5	0	0	6	20	1	-6	-2
CCCCN1CC(=O)N2[C@H]3c4cc(Cl)ccc4OC[C@@H]3[C@H](c3ccccc3)[C@]2(C)C1=O	25	8	5	-1	0	-2	2	19
CCN(CC)C(=O)C1(P(=O)(c2ccccc2)c2ccccc2)CCC1	12	2	5	-7	-4	-17	-1	3
Cn1c(N2CCN(C(=O)NCc3ccccc3)CC2)nc2ccccc21	3	3	10	6	4	-3	6	28
COc1ccccc1-n1c(SCC(=O)Nc2cccc3ccccc23)nc(O)cc1=O	7	-1	-7	17	7	-2	-6	6
O=C(c1ccc(Cl)cc1)C1CCN(C(=O)c2ccccc2)CC1	-2	21	-4	9	-25	-10	-3	3
Cc1noc(C)c1S(=O)(=O)N(CC(=O)NC1CCC(C)CC1)c1ccc(C(C)C)cc1 (stereo unspecified)	22	17	-21	-2	2	3	-3	27
OCCOCCn1c(C(CO)Nc2nc(-c3cccc(Br)c3)cs2)nc2ccccc21 (stereo unspecified)	15	-2	12	-18	-14	-12	28	-3
Cc1nn(Cc2ccccc2Cl)c(C)c1C(=O)Nc1nnc(C2CC2)s1	16	-7	-22	-54	i	-3	-12	10
CCCc1cc(-c2[nH]ncc2-c2ccc(C(=O)OCC)o2)c(O)cc1O	3	18	2	0	-8	-7	11	-7
CC(=O)c1cc(-c2ccc(F)cc2)n(CCC(=O)Nc2cccc(C)n2)c1C	-4	12	-2	-4	-7	-3	-1	20
CCOC(=O)C1=C(C)Nc2nc(SCC)[nH]c(=O)c2C1c1ccncc1 (stereo unspecified)	4	-4	1	4	2	2	-10	-4

Compounds above containing an NH in an aromatic ring, in the order listed:
SMILES	Apaf1 inhib	EBI2 antag	Gli-Sufu block	Jurkat NFkB inh	697 NFkB inh	SENP8 inh	UBC13 inh	CCR6 antag
CCN(c1ccc(NC(=O)CCc2nc3sc4c(c3c(=O)[nH]2)CCCC4)cc1)C(C)C	22	2	13	16	4	2	-7	3
O=C(NS(=O)(=O)c1ccccc1Cl)c1ccc[nH]1	-7	nt	nt	5	2	0	0	nt
COc1cccc(C2c3[nH]c4ccccc4c3C[C@H]3C(=O)N(CCCOC(C)C)CC(=O)N23)c1 (stereo partly specified)	6	11	-6	0	2	6	-5	16
CCCc1cc(-c2[nH]ncc2-c2ccc(C(=O)OCC)o2)c(O)cc1O	3	18	2	0	-8	-7	11	-7
CCOC(=O)C1=C(C)Nc2nc(SCC)[nH]c(=O)c2C1c1ccncc1 (stereo unspecified)	4	-4	1	4	2	2	-10	-4

Compound profiles, from the list above. Order of values: Apaf1 inhib | EBI2 antag | Gli-Sufu block | Jurkat NFkB inh | 697 NFkB inh | SENP8 inh | UBC13 inh | CCR6 antag
CCc1cc(SC#N)ccc1N across the screens: 18 | 7 | -12 | 1 | -9 | -6 | -4 | 25
Cc1cc(NC(=O)Cc2ccccc2)c2ccccc2n1 across the screens: 1 | 17 | 66* | 29 | -28 | -4 | 4 | 1

The listing continues:
SMILES	Apaf1 inhib	EBI2 antag	Gli-Sufu block	Jurkat NFkB inh	697 NFkB inh	SENP8 inh	UBC13 inh	CCR6 antag
Cc1ccc2c(CC(=O)NCC3COc4ccccc4O3)coc2c1 (stereo unspecified)	-3	5	-1	11	9	-9	-2	4
O=C(O)c1cccc(Nc2cc(Cl)c3nonc3c2[N+](=O)[O-])c1	-7	4	-2	6	1	-3	-18	43
CCn1c(N2CCC(C)CC2)nc2c1c(=O)n(C)c(=O)n2C	28	-3	-8	-1	-39	-11	3	4
O=C(COC(=O)c1c(Cl)cccc1Cl)NC1CCCCCCC1	8	-4	-10	-9	10	4	6	10
C/C(=N\Nc1nc(C)c(C)s1)c1ccc([N+](=O)[O-])cc1	5	-17	-8	-1	2	-9	-8	-54
Oc1ccc(O)c(Cc2nc3ccccc3s2)c1	-13	-3	26	17	6	0	17	12
C=CC[C@@H]1Cc2c(Br)ccc(Br)c2[C@@H](CC=C)N1	15	15	9	6	-28	-1	10	24
CCCCn1c(SCC(=O)N2CCCC2)nc2cc(S(N)(=O)=O)ccc21	-2	-3	-7	10	31	7	-3	-1
O=C(Cn1cnc2cc([N+](=O)[O-])ccc2c1=O)NCc1ccccc1	-14	-13	0	-1	23	5	10	-26
CCOC(=O)Nc1cccc(Nc2ccccc2)c1	2	-5	-15	2	5	-3	6	8
COc1ccc(-n2cnc3cc(C(=O)NCC4CCCO4)ccc32)cc1 (stereo unspecified)	9	1	0	13	-9	3	-10	-8
O=C(O)/C=C/c1ccc(S(=O)(=O)NCc2ccco2)cc1	-11	1	7	11	18	6	2	23
O=C(O)c1ccc(-n2c(/C=C/c3cccc([N+](=O)[O-])c3)nc3ccccc3c2=O)cc1	9	-1	-2	-18	1	-7	-8	10
Cc1ccc(-n2c(SCC(=O)NCc3ccco3)nc3sc(C)c(C)c3c2=O)cc1	19	16	1	7	-10	4	-9	16
c1ccc2c(c1)CC(CN1CCNCC1)O2 (stereo unspecified)	4	-3	3	9	-3	7	5	9
C/C(CC(=O)Nc1ccc(OCc2ccccc2)cc1)=N\NC(=O)C(=O)Nc1ccc(C)c(Cl)c1	10	7	-24	-13	-23	-8	-18	14

5 structures from above, sorted by molecular weight, high to low:
SMILES	Apaf1 inhib	EBI2 antag	Gli-Sufu block	Jurkat NFkB inh	697 NFkB inh	SENP8 inh	UBC13 inh	CCR6 antag
Cc1ccc(CNC(=O)CS(=O)(=O)Cc2nc(-c3ccccc3F)oc2C)cc1	11	-8	-3	-12	-12	-4	8	13
COc1ccc(CNC(=O)C2CCCN2S(=O)(=O)c2ccc(Cl)cc2)cc1 (stereo unspecified)	-6	4	3	7	-19	3	0	13
COc1ccc(/C=C2/C(=N)N3N=C(CC(=O)N4CCCC4)SC3=NC2=O)cc1	8	2	1	-1	-13	1	-21	3
C=CC[C@@H]1Cc2c(Br)ccc(Br)c2[C@@H](CC=C)N1	15	15	9	6	-28	-1	10	24
C/C(=N\Nc1nc(C)c(C)s1)c1ccc([N+](=O)[O-])cc1	5	-17	-8	-1	2	-9	-8	-54

From PubChem BioAssay

These rows are one share of the data; rates above refer to the full screens.
